# NPYLR7 ag – activates Aedes aegypti NPYLR7 receptor | activation, % at 10 µM | 270,000 tested, 0.15% active | AID 1259423 | HEK293T NPYLR7/Galpha15, GCaMP6s calcium fluorescence; in the data active = activation above about 40%;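 note: 0% = vehicle and 100% = reference agonist at the receptor; some compounds past the cut are filed as inactive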
# hcGAS lum – inhibitors of human cGAS; Q8N884; recombinant h-cGAS, ATP depletion, Kinase-Glo luminescence; inhibition, % at 12.5 µM; 290,000 tested, 0.081% active; AID 1259398;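 note: 0% = vehicle reaction and 100% = reaction without DNA for no activity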
# Target sequence (Q8N884 whole entry, looked up): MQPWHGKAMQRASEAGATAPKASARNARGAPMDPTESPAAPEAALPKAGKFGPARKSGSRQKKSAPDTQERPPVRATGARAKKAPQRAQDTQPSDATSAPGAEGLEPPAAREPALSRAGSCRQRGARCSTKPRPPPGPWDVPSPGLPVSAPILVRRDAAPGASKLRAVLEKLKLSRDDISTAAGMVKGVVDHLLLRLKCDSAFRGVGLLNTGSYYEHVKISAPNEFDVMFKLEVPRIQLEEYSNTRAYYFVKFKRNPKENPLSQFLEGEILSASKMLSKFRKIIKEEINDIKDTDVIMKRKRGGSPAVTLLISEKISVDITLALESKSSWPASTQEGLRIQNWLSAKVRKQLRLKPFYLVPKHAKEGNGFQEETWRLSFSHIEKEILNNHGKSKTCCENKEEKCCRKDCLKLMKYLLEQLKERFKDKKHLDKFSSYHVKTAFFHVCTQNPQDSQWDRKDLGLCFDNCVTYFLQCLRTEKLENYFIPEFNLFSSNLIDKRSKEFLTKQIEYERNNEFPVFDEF
# mcGAS inh – blocks mouse cGAS activity; inhibition, % at 12.5 µM; 160,000 tested, 0.15% active; AID 1259399; recombinant cGAS, Kinase-Glo ATP depletion luminescence;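 note: 0% = negative control wells and 100% = reference inhibitor with no enzyme activity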
# Numbers without * were called inactive; · = not tested or not shown. Cut-off read from the data, not from the text of the source, unless noted: active = inhibition above about 40%; inactive = the rest.
1) O=C(N1CCN2CCCC2C1)C(F)(F)C(F)(F)C(F)(F)C(F)(F)C(F)(F)C(F)(F)F (stereo not given)
2) O=c1[nH]nc(CCn2ccnc2C2CCOC2)[nH]1 (stereo not given)
3) COc1ccc(CC(=O)NCc2cccc(NC(=O)C3CCCC3)c2)cc1OC
4) CCC(=O)Nc1cccc(C(=O)NCc2ccccc2-n2ccnc2)c1
5) Cc1cccc(N2CCC(N=Cc3ccccc3O)=N2)c1
entry no.,1,2,3,4,5
NPYLR7 ag,0,·,-2,2,-3
hcGAS lum,-5,-6,-1,-3,-3
mcGAS inh,·,-11,·,·,-3

6) O=c1c2ccccc2c(=O)c2c1c(O)cc1sc3ccccc3[nH]c12
7) O=C(Nc1ccccc1)c1cc(S(=O)(=O)NCc2ccccc2)ccc1Br
8) O=C(COc1ccccc1)N1CCC(c2nc(-c3ccc(F)c(F)c3)no2)CC1
9) C=CCn1c(O)c(N=NC(=O)COc2ccc(Cl)cc2)c2ccccc21
10) CCCCN(C(C)=O)c1c(CC)nc2ccc(C(=O)NCCCN3CCCC3=O)cn12
entry no.,6,7,8,9,10
NPYLR7 ag,-6,1,6,4,3
hcGAS lum,0,1,5,-3,4
mcGAS inh,-4,·,1,-3,1

11) Nc1nc2c(=O)[nH]nc(-c3ccccc3)c2s1
12) O=[N+]([O-])c1ccc(NN=C2CCSC2)c(S(=O)(=O)Nc2ccc(Cl)cc2)c1
13) O=c1sc(Nc2ccccc2)nc2ccccc12
14) CCOC(=O)Cc1csc(N=Cc2nc(-c3cccc(OC)c3)oc2O)n1
15) C/C(=C\c1ccccc1)CN1CCC2(CC1)CC2C(=O)NCc1ccccc1C(F)(F)F (stereo not given)
entry no.,11,12,13,14,15
NPYLR7 ag,-4,11,6,10,4
hcGAS lum,-5,-1,-7,-1,-8
mcGAS inh,·,-1,·,·,-26

16) O=c1c2c3c(sc2ncn1CC(O)c1ccccc1Cl)CNCC3 (stereo not given)
17) COc1cc(-c2ccn[nH]2)ccc1NC(C)=O
18) CCN(CC)CCCC(C)NC(=O)c1cc(-c2ccccc2)nn1-c1ccc(OC)cc1 (stereo not given)
19) COc1cccc(CN2C(=O)c3cnn(-c4cccc(OC)c4)c3C2C)c1 (stereo not given)
20) COc1ccc(NC(=O)N2CCSC2c2ccc(OC)c(OCc3ccccc3)c2)c(OC)c1 (stereo not given)
entry no.,16,17,18,19,20
NPYLR7 ag,1,4,16,28,10
hcGAS lum,10,1,-1,-6,-10
mcGAS inh,-12,-1,-3,·,-7

21) Cc1cc(CC(C)NC(=O)c2cnc(-c3cccnc3)nc2)n[nH]1 (stereo not given)
22) Cc1ccc(S(=O)(=O)Nc2ccc(Nc3nccn4c(-c5ccc6ccccc6c5)cnc34)cc2)cc1
23) CC1(C(=O)Nc2ccccc2)CCN1C(=O)CC(c1ccccc1)c1ccccc1 (stereo not given)
24) O=c1c(S(=O)(=O)c2ccc(F)cc2)c[nH]c2ccc(F)cc12
25) COCCn1c(C(C)NC(=O)c2ccc(Br)cc2)nc2ccccc2c1=O (stereo not given)
entry no.,21,22,23,24,25
NPYLR7 ag,13,-3,11,5,0
hcGAS lum,-5,-6,-9,-7,-11
mcGAS inh,·,-2,-4,-3,-6

26) COc1ccc(C2c3cccn3CCCN2Cc2cc(F)ccc2F)cc1 (stereo not given)
27) CN(C)c1ccc(/C=C/C(=O)Nc2ccc(-n3cccn3)cc2)cc1
28) CC1Cc2c(NC(=O)C3COc4ccccc4O3)nn(C)c2NC1=O (stereo not given)
29) OCCN1CCN(c2cc(-c3ccc(CO)cc3)nc3ccnn23)CC1
30) O=C(C1CCN(S(=O)(=O)c2ccccc2F)CC1)N(Cc1ccccc1F)C1CC1
entry no.,26,27,28,29,30
NPYLR7 ag,31,7,-17,-3,-3
hcGAS lum,-6,-6,-4,-5,-5
mcGAS inh,-3,·,-13,-2,-7

31) CCOC(=O)N1CCN(C(c2cccs2)C2Sc3ncnn3C2=O)CC1 (stereo not given)
32) CN(CC1CCCCO1)C(=O)c1ccc2nc(C3CCCCC3)oc2c1 (stereo not given)
33) O=C(Nc1ccc(F)cc1)c1cc(S(=O)(=O)N2CCOCC2)ccc1Cl
34) Cc1cc(C)c(CN2CCCN(c3ccc(N)cc3)C2=O)c(C)c1
35) C#CCN(CC#CC)C(=O)C(C)n1nc(C)cc1C (stereo not given)
entry no.,31,32,33,34,35
NPYLR7 ag,3,14,-10,14,-1
hcGAS lum,2,-8,-6,-5,-22
mcGAS inh,-4,·,-7,·,·

36) CCc1cccc2c(C(CC(=O)N(CCC#N)Cc3cccnc3)c3ccccc3OC)c[nH]c12 (stereo not given)
37) Cc1cc(S(=O)(=O)NCCc2sc3nc(-c4ccc(Cl)cc4)nn3c2C)ccc1F
38) CCN(CC)CCNc1nc2c(OC)ccc(Cl)c2s1
39) CCCCN(CC(=O)N(CCOC)Cc1cccn1C)C(=O)c1ccc(Br)cc1
40) COc1ccc(-n2c(SCc3ccccc3C#N)nnc2C2CCCCC2)cc1
entry no.,36,37,38,39,40
NPYLR7 ag,2,0,-2,·,34
hcGAS lum,-3,-6,-4,-13,-4
mcGAS inh,-6,-7,·,-5,-5

41) Cc1ccc(-n2nnnc2SC(C)C(=O)NCc2ccco2)c(C)c1 (stereo not given)
42) OCCSc1nnc(-c2c[nH]c3ccccc23)n1C1CC1
43) CC(C)Cc1ncc2c(n1)CN(C(=O)C1=CCCC1)C2
44) Cc1c(Cl)cccc1N1CN(C(=O)CNC2CCCCC2)CC1=O
45) COc1cccc(OC)c1OCc1nc(CN(C(=O)c2cccs2)C2CC2)cs1
entry no.,41,42,43,44,45
NPYLR7 ag,14,7,4,2,2
hcGAS lum,-17,-8,18,-5,-7
mcGAS inh,-3,·,·,-7,-8

46) CC1CCc2nc(NC(=O)CCN3C(=O)NC4(CCCC4)C3=O)sc2C1 (stereo not given)
47) COC(=O)c1sccc1NC(=O)c1oc2ccccc2c1C
48) O=C(C=CN(C1CCCCC1)C1CCCCC1)C(F)(F)F
49) c1ccc(N=c2scc(-c3cccs3)n2-c2ccccc2)cc1
50) COc1ccc(CN(C)CC2CCCCO2)c(OC)c1OC (stereo not given)
entry no.,46,47,48,49,50
NPYLR7 ag,8,28,-2,-4,6
hcGAS lum,-10,-5,-4,-2,-7
mcGAS inh,-7,·,·,-6,·

51) COc1cccc(C(=O)Nc2c3c(nn2-c2nc4ccccc4s2)CCC3)c1OC
52) c1ccc(-n2nnnc2SCc2nc3ccccc3[nH]2)cc1
53) CC(c1ccco1)N(C)Cc1cccc(C(=O)Nc2nccn2C)c1 (stereo not given)
54) CC(C)CN(Cc1cccc(OS(=O)(=O)c2cccc(C(F)(F)F)c2)c1)C(=O)C1CCCCC1
55) Cc1nc(-c2ccccc2)nc(N2CCN(C(=O)C3CC3)CC2)c1Cc1ccccc1F
entry no.,51,52,53,54,55
NPYLR7 ag,6,-2,13,-12,·
hcGAS lum,-8,8,-5,-5,-1
mcGAS inh,·,1,·,0,-3

56) Clc1ccc(Nc2nc(C3CC3)cs2)cc1
57) COc1ccc2ccccc2c1/C=C1/SC(=Nc2ccccc2Cl)NC1=O
58) Cc1ccsc1CN(C)C(=O)C1CCC(=O)N(CCCN2CCCC2=O)C1 (stereo not given)
59) Nc1c(C(=O)NC2CCCC2)c2nc3ccccc3nc2n1/N=C\c1ccc(O)c(O)c1
60) O=C(c1cnccn1)N1CCN(Cc2cccc(-c3noc(-c4ccccc4)n3)c2)CC1
entry no.,56,57,58,59,60
NPYLR7 ag,0,-9,0,2,5
hcGAS lum,1,0,-10,-5,-7
mcGAS inh,·,-3,-10,-6,-9

61) Cc1cc(NCCN(C)C)n2nc(C(F)(F)F)c(-c3ccccc3)c2n1
62) CC(C)C(=O)C1=C(O)C(=O)N(c2cccc(C(=O)O)c2)C1c1cccc(Cl)c1 (stereo not given)
63) CCOC(=O)N/N=C1/CC(C(=O)OC)CS1 (stereo not given)
64) CN(C)C(=O)c1ccc2c(c1)N(C)C(CC(=O)NCc1ccno1)CO2 (stereo not given)
65) CC(C)(O)C#Cc1ccc(C(=O)N2CCn3cncc3C2)cc1
entry no.,61,62,63,64,65
NPYLR7 ag,4,7,-1,6,25
hcGAS lum,-3,4,-2,-8,-2
mcGAS inh,-6,·,·,·,-18

66) COc1ccc(CCN(Cc2ccc(C)o2)C(=O)CN(CCN2CCOCC2)C(=O)CCc2ccccc2)cc1OC
67) Cc1ccc(-n2nnnc2-c2c[nH]c3ccccc3c2=O)cc1
68) COc1ccc(C)c2sc(N(CCN(C)C)C(=O)c3ccc([N+](=O)[O-])cc3)nc12
69) O=C(Nc1ccc(-c2ccn[nH]2)cc1)C1CCCN(Cc2cccnc2)C1 (stereo not given)
70) CC(C)CC(NC(=O)c1ccccc1)C(=O)NC(c1ccc(S(C)(=O)=O)cc1)c1cccc(N(C)C)c1 (stereo not given)
entry no.,66,67,68,69,70
NPYLR7 ag,0,7,-2,-6,2
hcGAS lum,-5,-9,-9,-3,-11
mcGAS inh,-5,·,-8,·,-5

71) Nc1cc(C(F)(F)F)ccc1O
72) CC(C)c1cc(C2CCN(C(=O)Cc3noc4ccccc34)CC2)[nH]n1
73) Cc1cc(C)cc(COc2coc(CN3CCN(C(=O)CO[C@@H]4C[C@H](C)CC[C@H]4C(C)C)CC3)cc2=O)c1
74) CC(C)N1CCN(C(=O)c2n[nH]c3c2CNCC3)CC1
75) Cc1ncoc1C(=O)N1CCCC(Nc2ccc(C(C)C)cc2)C1 (stereo not given)
entry no.,71,72,73,74,75
NPYLR7 ag,-8,0,-1,·,-5
hcGAS lum,-6,-5,-4,-10,-7
mcGAS inh,·,·,-5,-6,-6

76) CCCc1c(C)nn(-c2ccc(C(=O)Nc3ccc(OC)c(Cl)c3)cc2)c1C
77) N=C1/C(=C/c2ccc(OC(=O)c3cccs3)cc2)C(=O)N=C2SC(C(F)(F)F)=NN12
78) CCOc1cc(C)c(C)cc1S(=O)(=O)NCc1ccco1
79) Cc1nc(NCCNS(=O)(=O)c2ccc(F)cc2)cc(N2CCCC2)n1
80) O=C(O)Cc1cc(Cl)cc(Cl)c1Sc1ccccc1
entry no.,76,77,78,79,80
NPYLR7 ag,-4,-2,-4,4,1
hcGAS lum,-4,5,-5,4,-3
mcGAS inh,-4,·,·,·,·

81) CC1CCCN(S(=O)(=O)c2ccc3c(c2)nc(SCC#N)n3C2CCCC2)C1 (stereo not given)
82) CSc1ncc(CN2CCCN(c3ccccc3C)CC2)cn1
83) COCCOCC(=O)N1CCC(n2c(-c3ccccc3)nc3ccc(F)cc32)CC1
84) COC(=O)C1Cc2nc[nH]c2CN1Cc1ccc(Sc2ncccn2)o1 (stereo not given)
85) CCOC(=O)c1sc(=NC(=O)c2ccc(F)cc2)n(C)c1C
86) CON=C(CCC(=O)O)c1cccs1
87) COCCCN(CC(=O)N1CCc2sccc2C1c1ccc(C)cc1)C(=O)c1ccc(C)c([N+](=O)[O-])c1 (stereo not given)
88) c1ccc(-c2ccc(CN3CCn4cncc4C3)cc2)nc1
entry no.,81,82,83,84,85,86,87,88
NPYLR7 ag,0,2,30,5,-2,-14,4,19
hcGAS lum,0,-9,-3,-3,-6,4,-8,-3
mcGAS inh,-2,-16,-2,·,·,·,-5,·

# Gathered by group: the entries above containing an NH in an aromatic ring
2) O=c1[nH]nc(CCn2ccnc2C2CCOC2)[nH]1 (stereo not given)
6) O=c1c2ccccc2c(=O)c2c1c(O)cc1sc3ccccc3[nH]c12
11) Nc1nc2c(=O)[nH]nc(-c3ccccc3)c2s1
17) COc1cc(-c2ccn[nH]2)ccc1NC(C)=O
21) Cc1cc(CC(C)NC(=O)c2cnc(-c3cccnc3)nc2)n[nH]1 (stereo not given)
24) O=c1c(S(=O)(=O)c2ccc(F)cc2)c[nH]c2ccc(F)cc12
36) CCc1cccc2c(C(CC(=O)N(CCC#N)Cc3cccnc3)c3ccccc3OC)c[nH]c12 (stereo not given)
entry no.,2,6,11,17,21,24,36
NPYLR7 ag,·,-6,-4,4,13,5,2
hcGAS lum,-6,0,-5,1,-5,-7,-3
mcGAS inh,-11,-4,·,-1,·,-3,-6

42) OCCSc1nnc(-c2c[nH]c3ccccc23)n1C1CC1
52) c1ccc(-n2nnnc2SCc2nc3ccccc3[nH]2)cc1
67) Cc1ccc(-n2nnnc2-c2c[nH]c3ccccc3c2=O)cc1
69) O=C(Nc1ccc(-c2ccn[nH]2)cc1)C1CCCN(Cc2cccnc2)C1 (stereo not given)
72) CC(C)c1cc(C2CCN(C(=O)Cc3noc4ccccc34)CC2)[nH]n1
74) CC(C)N1CCN(C(=O)c2n[nH]c3c2CNCC3)CC1
84) COC(=O)C1Cc2nc[nH]c2CN1Cc1ccc(Sc2ncccn2)o1 (stereo not given)
entry no.,42,52,67,69,72,74,84
NPYLR7 ag,7,-2,7,-6,0,·,5
hcGAS lum,-8,8,-9,-3,-5,-10,-3
mcGAS inh,·,1,·,·,·,-6,·
